# BRCT inh red: qHTS Assay for Inhibitors of BRCT-Phosphoprotein Interaction (Red Fluorophore) | Breast cancer type 1 susceptibility protein (Homo sapiens), P38398 | BRCT-phosphopeptide binding, red fluorescence polarization | Potency, µM (doses to about 76.9 µM), for inactives: top-dose activity change, negative = inhibition, usual class: inhibitors | actives 0.03% (n = 75,000); also: % is scaled to controls: 0 for no effect and ±100 for the full control effect
#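 Fluorescence polarization: 100 nM His-tagged BRCA1 BRCT with 100 nM TAMRA-labelled phospho-BACH1 decapeptide, phosphate buffer pH 7.3 with 150 mM NaCl, DTT, 0.01% Tween 20; 12 min RT. Binding inhibition seen as FP decrease.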
# HEK293 cAMP cs: qHTS Assay for Agonists of the Thyroid Stimulating Hormone Receptor: Activators of Intracellular cAMP Concentrations in Parental HEK 293; parental HEK293 CNG cAMP sensor, membrane potential fluorescence; Potency, µM (top dose mostly 57.1 µM), inactives show at the top dose activation, actives largely listed as activators; actives 2.5% (n = 73,000); also: potency is read from the fitted curve at half-maximal effect; % of control where 0% means no effect; nearly all actives have a fitted effect of over 55% in size
#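 Parental HEK 293 cells stably expressing a cAMP-gated CNG channel were loaded with membrane potential dye containing 100 uM RO 20-1724 for 60 min. Compound added for 30 min; depolarization read as fluorescence intensity at 590 nm.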
# HADH2 inhib: qHTS Assay for Inhibitors of HADH2 (Hydroxyacyl-Coenzyme A Dehydrogenase, Type II); 3-hydroxyacyl-CoA dehydrogenase type-2 (Homo sapiens), Q99714; actives 3.4% (n = 73,000); recombinant HADH2, NADH fluorescence, beta-hydroxybutyryl-CoA; Potency, µM (series often up to 57.1 µM), without a hit: at the top dose activity change, negative = inhibition, usual class: inhibitors; also: potency is read from the fitted curve at half-maximal effect; % is scaled to controls: 0 for no effect and ±100 for the full control effect; nearly all actives have a fitted effect of over 60% in size; many of its hits are not listed in these tables
#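 Activity measured as NADH fluorescence gain (360/450 nm), taken as the change between first and last reads of a 4-min kinetic run. Conditions: pH 9.0 Tris buffer, 20 nM E. coli-expressed His-tagged enzyme, 1 mM NAD+, 90 uM beta-hydroxybutyryl-CoA; 15-min compound preincubation.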
# USP2a inh: qHTS Assay for Inhibitors of Ubiquitin-specific Protease USP2a; actives 0.1% (n = 60,000); USP2a enzymatic assay, qHTS inhibition; Ubiquitin carboxyl-terminal hydrolase 2 (Homo sapiens), O75604; AID 927, 2007; Potency, µM (doses to about 38.3 µM), inactives show at the highest dose activity change, negative = inhibition, actives largely listed as inhibitors;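 also: potency is read from the fitted curve at half-maximal effect; nearly all actives have a fitted effect of over 60% in size; plate controls were DMSO for no effect and NEM full inhibition control for full effect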
#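 Inhibition is measured in a cell-free coupled assay with 20 nM USP2 core, 20 nM Ub-PLA2 and 20 uM NBD C6-HPC, 2.5 h incubation. Activity normalized to NEM control.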
# Tau filament bind: qHTS Assay for Tau Filament Binding. recombinant tau filaments, thioflavin S fluorescence, 15 h; filaments grown with octadecylsulfate alongside compound. Potency, µM (doses to about 57.1 µM), for inactives: at the top dose activity change, negative = inhibition. Microtubule-associated protein tau (Homo sapiens), P10636. actives 2% (n = 71,000);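 also: potency is read from the fitted curve at half-maximal effect; % is scaled to controls: 0 for no effect and ±100 for the full control effect; actives lower thioflavin S fluorescence by blocking filaments or displacing dye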
#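 Tau 2 uM in ThS buffer dispensed; compound added; 60 uM ODS added (finals 1 uM tau, 30 uM ODS); 15 h 37 C; fluor ex450/em510.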
# 15-hLO inh: qHTS Assay for Inhibitors of 15-hLO (15-human lipoxygenase) | actives 1.4% (n = 74,000) | Potency, µM (highest dose often 57.1 µM), for the others: top-dose activity change, negative = inhibition, actives largely listed as inhibitors | Polyunsaturated fatty acid lipoxygenase ALOX15 (Homo sapiens), P16050 | purified 15hLO-1, xylenol orange hydroperoxide absorbance; also: potency is read from the fitted curve at half-maximal effect; % is scaled to controls: 0 for no effect and ±100 for the full control effect; nearly all actives have a fitted effect of over 55% in size
# Target sequence (P16050 whole entry, looked up): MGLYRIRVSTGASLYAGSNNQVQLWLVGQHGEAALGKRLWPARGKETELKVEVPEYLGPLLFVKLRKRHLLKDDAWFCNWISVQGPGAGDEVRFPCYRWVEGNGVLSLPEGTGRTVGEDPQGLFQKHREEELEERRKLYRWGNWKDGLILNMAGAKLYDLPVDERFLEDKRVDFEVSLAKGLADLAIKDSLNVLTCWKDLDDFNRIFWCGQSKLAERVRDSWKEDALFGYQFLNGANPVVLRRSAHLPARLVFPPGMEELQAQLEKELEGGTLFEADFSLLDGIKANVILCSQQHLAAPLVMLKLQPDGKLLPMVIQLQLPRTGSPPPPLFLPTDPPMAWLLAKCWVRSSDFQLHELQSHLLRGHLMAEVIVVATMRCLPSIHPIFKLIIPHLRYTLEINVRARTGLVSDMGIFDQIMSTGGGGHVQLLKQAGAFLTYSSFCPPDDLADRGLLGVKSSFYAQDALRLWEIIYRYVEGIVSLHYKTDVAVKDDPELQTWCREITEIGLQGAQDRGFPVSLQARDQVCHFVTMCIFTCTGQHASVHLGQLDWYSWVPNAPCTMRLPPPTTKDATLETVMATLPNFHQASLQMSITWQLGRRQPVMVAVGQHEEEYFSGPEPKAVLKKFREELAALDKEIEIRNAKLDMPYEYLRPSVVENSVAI
#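 Compounds were preincubated 15 min at room temperature with 40 nM purified human enzyme (25 mM Hepes pH 7.5, 0.01% Triton X-100); 50 uM arachidonic acid reacted 6 min. Fe-xylenol orange detection, 30 min, absorbance ratio 573/405 nm.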
# BRCT PPI green: qHTS Assay for Inhibitors of BRCT-Phosphoprotein Interaction (Green Fluorophore). Breast cancer type 1 susceptibility protein (Homo sapiens), P38398. BRCA1 BRCT-phosphopeptide binding, green fluorescence polarization. Potency, µM (series often up to 76.9 µM), for inactives: at the highest dose activity change, negative = inhibition, actives largely listed as inhibitors. actives 0.05% (n = 75,000);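 also: potency is read from the fitted curve at half-maximal effect; plate controls were peptide without protein for full effect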
#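 Fluorescence polarization: His-tagged BRCT (~35 kDa BRCA1 C-terminus, 250 nM) bound to 100 nM fluorescein-labeled phosphorylated 10-aa BACH1 peptide, pH 7.3 phosphate buffer with DTT and Tween 20. Compounds incubated 12 min at room temperature; inhibition read as lowered polarization.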
# Pol III holo inh: qHTS Assay for Inhibitors of DNA Polymerase III Holoenzyme System. reconstituted DNA polymerase III holoenzyme replication, biochemical. Potency, µM (top dose mostly 57.1 µM), without a hit: top-dose activity change, negative = inhibition. actives 0.25% (n = 71,000). AID 603, 2007; also: potency is read from the fitted curve at half-maximal effect; % is scaled to controls: 0 for no effect and ±100 for the full control effect
#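 Reconstituted *E. coli* holoenzyme (0.35 nM Pol III, 1 nM beta, 154 nM SSB, 2 nM primase) was preincubated with compound for 15 min at RT. Synthesis on 1.4 nM ssM13Gori ran 35 min, then was stopped with PicoGreen/EDTA and read as dsDNA fluorescence.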
# Caspase-1 inhib: qHTS Assay for Allosteric/Competitive Inhibitors of Caspase-1 | P29466 | Caspase-1 enzyme, Ac-WEHD-AFC fluorogenic rate | Potency, µM (top dose mostly 57.5 µM), for inactives: at the highest dose activity change, negative = inhibition, most hits filed as inhibitors | actives 0.03% (n = 75,000) | AID 900, 2007;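 also: potency is read from the fitted curve at half-maximal effect; plate controls were vehicle for no effect and no substrate for full effect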
# Target sequence (P29466 120-297 limits assumed): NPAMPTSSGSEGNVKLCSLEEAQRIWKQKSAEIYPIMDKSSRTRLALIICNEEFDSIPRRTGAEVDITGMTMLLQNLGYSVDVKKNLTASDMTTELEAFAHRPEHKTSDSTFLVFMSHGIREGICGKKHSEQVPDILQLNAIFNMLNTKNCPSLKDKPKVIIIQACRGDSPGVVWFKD
# Target sequence (P29466 317-404 limits assumed): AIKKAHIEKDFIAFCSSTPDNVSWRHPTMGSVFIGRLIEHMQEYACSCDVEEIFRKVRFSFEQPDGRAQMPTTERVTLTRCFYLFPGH
# Rhodamine autofl: qHTS Assay for Spectroscopic Profiling in Rhodamine Spectral Region. Rhodamine-region fluorescence, 547/598 nm, Tris buffer; hits give high values. max dye-equivalent concentration, M. actives 0.05% (n = 59,000). AID 594, 2007; in the data active = max dye-equivalent concentration above about 11 nM; inconclusive = between about 1.1 nM and that limit
#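 Steps: pin-transfer compounds into pH 8.0 Tris (100 mM), hold 15 min at room temperature, image with a 547/598 nm filter pair, and convert intensities to rhodamine-equivalent concentration using a six-point on-plate rhodamine series.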
# Casp7 inh: qHTS Assay for Allosteric/Competitive Inhibitors of Caspase-7; recombinant caspase-7, Ac-DEVD-AFC fluorescence rate; Potency, µM (highest dose often 57.5 µM), inactives show top-dose activity change, negative = inhibition, actives largely listed as inhibitors; actives 0.02% (n = 75,000); active = well fitted inhibition curve with a large enough effect in the main read-out, with a control signal flat, not every such curve was filed as active; inconclusive = small, poorly fitted or top-dose-only effect, or a change in a side signal; also: potency is read from the fitted curve at half-maximal effect; % of control where 0% means no effect
# An asterisk follows results filed as active; i = inactive; ? = inconclusive; . = no result given; [ ] = another dose, or the depositor's remark. Unless noted, calls follow the shape of the dose curve; as a rule, active = well fitted curve in the direction sought with a large enough effect; inconclusive = small, poorly fitted or top-dose-only effect, or another doubt; inactive = no such curve, though single readings can be large; an effect the other way counts as inactive or inconclusive. The list is partial; rates above refer to the full screens.
SMILES	USP2a inh	BRCT PPI green	Casp7 inh	Tau filament bind	Caspase-1 inhib	HADH2 inhib	15-hLO inh	Rhodamine autofl	BRCT inh red	HEK293 cAMP cs	Pol III holo inh
O=C(c1ccncc1)N1CCC2(CCCN(Cc3ccncc3)C2)CC1	6%	-2.7%	-1%	27%	-1%	-2%	1%	i	0.2%	13%	-7%
CCCCCN(C(=O)NC(=O)Nn1cnnc1)S(C)(=O)=O	-10%	-1.6%	0%	-7%	3%	3%	7%	i	-0.5%	1%	3%
Cn1c(=O)n(C/C=C/c2ccccc2)c(=O)c2c1nc1n2CCCN1Cc1ccccc1	12%	-1.2%	-3%	-13%	-3%	-1%	?	i	-2.5%	24%	-6%
COc1ccccc1-c1nnc(NC(=O)C(C)C)s1	4%	-8.3%	1%	-2%	0%	32%[activator]	-16%	i	0.2%	1%	2%
Cc1ccc(S(=O)(=O)NCC(c2cccnc2)N(C)C)cc1 (stereo not drawn)	2%	-1.5%	0%	3%	-2%	5%	7%	i	-1.8%	2%	-6%
Cc1ccc(S(=O)(=O)N2CCC(C(=O)Nc3ccc4c(c3)COC4=O)CC2)cc1	24%	-0.4%	-2%	-10%	-2%	-3%	-13%	i	-1.4%	-9%	-7%
O=C(CN(Cc1ccc2c(c1)OCO2)C(=O)CNC(=O)c1ccco1)NC1CCCCC1	35%[activator]	-0.9%	1%	-2%	1%	4%	13%	i	0.8%	18%	-5%
O=C(NC1CCCCC1)c1ccc(CNc2ccccc2)o1	.	0.9%	-7%	-12%	-2%	-8%	16%	i	1.0%	18%	-1%
OCCNc1ncnc2ccc(Br)cc12	-7%	-2.4%	2%	8%	1%	-2%	-7%	i	2.6%	-1%	-13%
COc1cccc(CNn2c(-c3cccc(C)c3)nc3ccccc3c2=O)c1O	21%	-1.5%	-2%	-2%	0%	5%	-12%	i	-0.6%	17%	-6%
COc1cccc(C(=O)N2CCN(S(=O)(=O)Cc3ccccc3)CC2)c1	6%	-3.5%	0%	0%	0%	2%	2%	i	0.3%	4%	0%
CCOC(=O)c1nnn(-c2nc(OC)nc(N(C)C)n2)c1-c1ccccc1	2%	3.5%	-3%	17%	-1%	8%	-6%	i	-0.2%	19%	-4%
O=C(O)CCSc1nnc(-c2ccncc2)n1-c1ccccc1	-1%	-0.1%	-1%	-3%	1%	12%	-7%	i	-1.4%	1%	-1%
COc1ccc(OC)c(-c2nnc(NC(=O)C(C)Sc3nncn3C)s2)c1 (stereo not drawn)	.	-1.4%	1%	17%	-2%	60%[activator]	-10%	.	2.8%	?	-5%
Cc1onc(-c2ccccc2Cl)c1C(=O)NCc1ccc(N2CCCC2=O)cc1	3%	0.3%	0%	3%	-4%	5%	5%	i	-0.8%	-2%	3%
N#Cc1ccccc1-c1ccc2ncnc(NCc3cccs3)c2c1	98%[activator]	-3.5%	-5%	350%	-4%	?	?	i	1.1%	16µM*	-13%
O=C(c1ccccc1F)N1CCc2ccccc21	9%	-1.4%	0%	6%	2%	1%	-6%	i	1.6%	9%	?
O=C(CCSCCC(=O)NCc1ccco1)NCc1ccco1	13%	-1.3%	-11%	5%	-4%	?	-10%	.	0.5%	-2%	2%
O=C(NCc1ccco1)C(c1ccncc1)N(CCC1=CCCCC1)C(=O)Cn1nnc2ccccc21 (stereo not drawn)	30%[activator]	-0.1%	-4%	1%	-1%	2%	-5%	i	-1.8%	?	-2%
Cc1c(S(=O)(=O)Nc2cc(Cl)ccc2Cl)c(=O)n(C)c(=O)n1C	.	-0.7%	2%	6%	-5%	2%	-2%	.	0.7%	?	-1%
COc1cccc(N2CCN(Cc3nc(N)nc(Nc4ccccc4OC)n3)CC2)c1	34%[activator]	-2.7%	-1%	-4%	-2%	11%	21%	i	1.6%	14%	0%
CCN(CC)CCCC(C)n1c(-c2ccccc2)nc2c(NC3CCCCC3)nc(C)nc21 (stereo not drawn)	.	-1.7%	0%	31%	2%	18%	-28%	.	-0.2%	?	0%
Cc1ccccc1C(=O)N1CCC(C(=O)Nc2cccc(F)c2)CC1	11%	-0.9%	1%	6%	-1%	?	5%	.	-0.1%	14%	2%
O=C(c1csnn1)N1CCC2(CC1)CCN(C(c1ccccc1)c1ccccc1)CC2	111%[activator]	-2.0%	-4%	-3%	0%	-3%	1%	i	-0.5%	-12%	7%
CC1(C)SCC2C(=O)N3C(CSC3(C)C)C(=O)N21 (stereo not drawn)	3%	-3.2%	0%	-4%	-2%	-3%	9%	.	0.6%	3%	0%

# Next part:
SMILES	USP2a inh	BRCT PPI green	Casp7 inh	Tau filament bind	Caspase-1 inhib	HADH2 inhib	15-hLO inh	Rhodamine autofl	BRCT inh red	HEK293 cAMP cs	Pol III holo inh
COC(=O)c1ccc(CSc2nnc(-c3ccncc3)o2)o1	4%	0.0%	0%	-2%	0%	14%	4%	i	-0.1%	1%	-3%
Nc1nnc(-c2cccnc2)s1	-1%	-1.6%	0%	17%	-1%	-9%	3%	.	-0.2%	1%	-1%
COc1ccc(-c2noc(CCC(=O)N3CCN(c4cccc(C(F)(F)F)c4)CC3)n2)cc1	1%	0.2%	-3%	-24%	-1%	-7%	-5%	i	0.9%	?	3%
O=C(COC(=O)Cc1cn2ccsc2n1)Nc1nc2ccccc2s1	22%	-1.1%	7%	2%	-1%	9%	-4%	i	0.4%	-4%	35%
N#CCSc1nnc(-c2cccnc2)n1-c1ccccc1	8%	-2.9%	-7%	9%	-2%	0%	8%	i	-1.3%	8%	-4%
N=c1cc(C2(O)CCCCC2)n2c(nc3ccccc32)s1	13%	0.7%	-2%	-1%	1%	-4%	-11%	i	-0.5%	5%	-5%
COc1ccc(C(NC(=O)c2ccco2)c2ccc(OC)c(OC)c2)cc1 (stereo not drawn)	14%	-3.2%	-2%	10%	-1%	3%	-4%	.	2.0%	10%	1%
COc1ccccc1S(=O)(=O)n1cc(Cc2ccccc2)c(N)n1	0%	-1.6%	-2%	227%	-1%	-3%	-6%	i	-0.8%	9%	-7%
O=C1C2C3C=CC(C3)C2C(=O)N1CCCO (stereo not drawn)	34%[activator]	2.6%	-1%	37%	0%	?	-4%	i	0.3%	?	-1%
Cc1ccc(-c2c(C)n([O-])c3c([n+]2=O)CCC3)o1	-9%	-4.0%	-4%	-12%	-4%	-9%	16%	i	0.7%	-1%	3%
CO[C@@H]1COC(=O)[C@H](COCc2ccccc2)NC(=O)C/C=C\[C@@H](C)[C@H](OC)COC(=O)[C@@H](C)NC(=O)C/C=C\[C@H]1C	.	-0.5%[15.4 µM]	-1%[11.5 µM]	.	-2%[11.5 µM]	14%[11.4 µM]	0%[11.4 µM]	.	0.0%[15.4 µM]	14%[11.4 µM]	.
CC1=CC(C)(C)N=C(NC#N)N1	-4%	-2.9%	0%	-12%	-2%	-1%	14%	i	-0.6%	?	-5%

# High-throughput results: PubChem, National Center for Advancing Translational Sciences (NCATS)
